Pf growth 96h: P. falciparum growth inhibition at 96 hour, primary screen for plastid delayed-death inhibitors. P. falciparum luciferase reporter growth, 96 h. Potency, µM (series often up to 28.7 µM), for the others: at the highest dose activity change, negative = inhibition, usual class: inhibitors. actives 6.9% (n = 320,000). AID 504834; also: potency is read from the fitted curve at half-maximal effect; % is scaled to controls: 0 for no effect and ±100 for the full control effect
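96 h incubation, 37 C, 5% CO2, of luciferase-reporter P. falciparum-infected RBCs (2% hematocrit, 0.05% parasitemia final) with test compounds; endpoint luminescence.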
Giardia FBPA inh: blocks Giardia fructose-bisphosphate aldolase activity. purified Giardia FBPA. Potency, µM (series often up to 59.6 µM), without a hit: at the top dose activity, negative = inhibition, usual class: inhibitors. actives 0.71% (n = 290,000). AID 2451; also: potency is read from the fitted curve at half-maximal effect; % is scaled to controls: 0 for no effect and ±100 for the full control effect; nearly all actives have a fitted effect of over 55% in size
Target sequence (A8B2U2 whole entry, looked up): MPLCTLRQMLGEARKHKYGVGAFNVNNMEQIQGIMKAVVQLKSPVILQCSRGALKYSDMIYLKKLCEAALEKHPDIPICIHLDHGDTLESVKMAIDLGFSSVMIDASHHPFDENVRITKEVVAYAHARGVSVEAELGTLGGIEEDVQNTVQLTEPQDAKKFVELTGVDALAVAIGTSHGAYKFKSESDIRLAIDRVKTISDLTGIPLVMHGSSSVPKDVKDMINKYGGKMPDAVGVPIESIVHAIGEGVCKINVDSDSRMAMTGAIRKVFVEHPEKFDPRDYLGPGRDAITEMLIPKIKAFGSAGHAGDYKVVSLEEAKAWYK
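40 nM FBPA preincubated 10 min at RT with compound (up to 57.5 uM final), then substrate plus GAPDH/TPI/NAD/arsenate coupling and diaphorase/resazurin added. Fluorescence read after 20 min at RT, 525/598 nm.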
HCV inh: HCV inhibition; Huh7.5.1 HCVcc-Cre infection, luciferase reporter, 44 h; Potency, µM (titrated, usually from 41.8 µM), without a hit: top-dose activity change, negative = inhibition, actives largely listed as inhibitors; actives 3.4% (n = 340,000); AID 651820; also: potency is read from the fitted curve at half-maximal effect; % is scaled to controls: 0 for no effect and ±100 for the full control effect
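Luciferase read-out (15 sec integration) after a 15 min room-temperature substrate step quantifies HCVcc-Cre infection. Cells, 1,000 per well, had compound added 4 h post-plating, then virus at ~0.5 moi, and were cultured 44 h.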
Pf growth 48h: inhibits P. falciparum growth in the first generation, 48 h. P. falciparum luciferase growth in erythrocytes, 48 h. Potency, µM (highest dose often 28.7 µM), for inactives: at the top dose activity change, negative = inhibition, most hits filed as inhibitors. actives 5.9% (n = 310,000). AID 504832; also: potency is read from the fitted curve at half-maximal effect; % is scaled to controls: 0 for no effect and ±100 for the full control effect
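Erythrocytes infected with P. falciparum carrying an integrated firefly luciferase reporter (2% hematocrit, 0.1% parasitemia final) were exposed to compounds in RPMI 1640 with 0.5% Albumax at 37 C, 5% CO2. Growth inhibition was scored as reduced luminescence.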
Shiga toxin inh: blocks Shiga toxin action in Vero cells; Vero cells, Shiga toxin protein synthesis inhibition reporter; inhibition, % at 38.7 µM; AID 2315; actives 9.2% (n = 290,000); in the data active = inhibition mostly above about 28%, no sharp cut-off; inactive = mostly below about 43%; also: 0% is about no effect
CHX counter: affects cycloheximide protein synthesis inhibition readout, counter-screen. cell reporter, cycloheximide protein synthesis inhibition counterscreen. actives 12% (n = 300,000). AID 2314. max response, %; in the data active = max response mostly above about 13%, no sharp cut-off; inactive = mostly below about 14%; also: read at 38.3 µM for the half of the compounds with a filed dose; 0% is about no effect
The depositor's hits bear a star; ? = inconclusive; nt = not tested or not shown; & = joins results of further samples; [ ] = remark or other dose. Unless noted, calls follow the shape of the dose curve; as a rule, active = well fitted curve in the direction sought with a large enough effect; inconclusive = small, poorly fitted or top-dose-only effect, or another doubt; inactive = no such curve, though single readings can be large; an effect the other way counts as inactive or inconclusive.

SMILES	Pf growth 96h	Giardia FBPA inh	HCV inh	Pf growth 48h	Shiga toxin inh	CHX counter
CC(=O)N1CCc2cc(S(=O)(=O)NC(CC(C)C)C(=O)N3CCCC3)ccc21 (stereo not drawn)	12µM*	1%	16%	11%	-6	1
Clc1ccc(-n2ncc3c(NCC4CCCO4)ncnc32)cc1 (stereo not drawn)	146%[activator]	-4%	?	164%[activator]	50*	40*
CC(C)Cc1ccc(C(C)C(=O)OCC(=O)c2c[nH]c3ccccc23)cc1 (stereo not drawn)	?	-3%	-28%	nt	-13	-5
COc1cccc(NC(=S)N(CCC(C)C)C2CCN(C(C)=O)CC2)c1	2%	-11%	3%	nt	-8	2
Cc1cccc(Nc2ccncc2S(=O)(=O)NC(=O)NC(C)C)c1	?	13%	20%	1%[12.8 µM]	-19	-5
CCN(CCC#N)c1ccc(N2C(=O)CCCC2=O)cc1[N+](=O)[O-]	?	6%	1%	21%	-3	-4
Cc1nn(Cc2cccc3ccccc23)c(C)c1NC(=O)c1cccnc1	-40%[1.15 µM]	6%	-25%	-20%	2	-2
COc1cc(C(C)=O)ccc1OCC(O)CN1CCN(c2cc(C)cc(C)c2)CC1 (stereo not drawn)	?	-7%	13µM*	-16%	1	-4
COc1ccc(CC(=O)N/N=C(\C)c2cccc(NC(=O)C3CC3)c2)cc1	?	0%	-20%	-3%	-1	1
CCn1c(Cc2cccs2)nnc1SCC(=O)Nc1ccc(OC)c(OC)c1	0%	1%	-22%	-14%	-2	-3

Reprinted from the listing for reference:
SMILES	Pf growth 96h	Giardia FBPA inh	HCV inh	Pf growth 48h	Shiga toxin inh	CHX counter
CCN(CCC#N)c1ccc(N2C(=O)CCCC2=O)cc1[N+](=O)[O-]	?	6%	1%	21%	-3	-4
Cc1nn(Cc2cccc3ccccc23)c(C)c1NC(=O)c1cccnc1	-40%[1.15 µM]	6%	-25%	-20%	2	-2
COc1cc(C(C)=O)ccc1OCC(O)CN1CCN(c2cc(C)cc(C)c2)CC1 (stereo not drawn)	?	-7%	13µM*	-16%	1	-4
COc1ccc(CC(=O)N/N=C(\C)c2cccc(NC(=O)C3CC3)c2)cc1	?	0%	-20%	-3%	-1	1
CCn1c(Cc2cccs2)nnc1SCC(=O)Nc1ccc(OC)c(OC)c1	0%	1%	-22%	-14%	-2	-3

(continued)
SMILES	Pf growth 96h	Giardia FBPA inh	HCV inh	Pf growth 48h	Shiga toxin inh	CHX counter
O=c1c2ccccc2nc(-c2ccccc2Cl)n1-c1ccc(O)cc1	?	4%	17%	?	-25	-5
CCC(C)C(NC(=O)C1CCC(C)CC1)C(=O)NC(CCSC)C(=O)OC (stereo not drawn)	-27%	3%	4%	-6%	29	-6
CC(C)C(O)P(=O)(OCc1ccccc1)c1ccc(N(C)C)cc1 (stereo not drawn)	0%	1%	-18%	-9%	-9	6
COc1ccc(CNCc2cc(OC)ccc2OC)cc1	-28%	?	-11%	11%	-5	-2
COc1ccc(/C=C/C(=O)OCC(=O)Nc2cc(C(N)=O)cc(C(N)=O)c2)cc1	39%[activator]	3%	8%	4%	21	-2
Cc1ccccc1C(=O)Nc1cc(C(F)(F)F)ccc1-n1cncn1	12%	nt	?	?	nt	nt
O=C(NCCCn1ccnc1)c1ccc(S(=O)(=O)N2CCOCC2)cc1	12%	1%	18%	6%	-13	-3
CCCc1cc(N2CCCC(C(=O)Nc3ccc(OC)cc3OC)C2)n2ncnc2n1 (stereo not drawn)	-17%	-1%	-28%	?	-6	-2
COCCNc1cnn(-c2ccccc2)c(=O)c1Cl	?	5%	21%	0%	39*	25*
CC1=C(/C=C/C(C)=C\C=C\C(C)=C\C(=O)O)C(C)(C)CCC1	nt	2%&6%	nt	nt	18	16
CCC1C=CC=CC[C@H](C)[C@@H](O)[C@](C)(O)C(=O)[C@@H](C)[C@H](O)[C@@H](C)C(=O)[C@H](C)[C@@H](O)[C@H](C)C=CC(=O)OC2[C@@H](C)C(CC1)OC1(CC[C@@H](C)C(C[C@H](C)O)O1)[C@@H]2C (stereo partly drawn)	0.12µM*	nt	0.89µM*	0.13µM*	nt	nt
CN(C)CCN(Cc1cc2cc3c(cc2[nH]c1=O)OCO3)C(=S)NCc1ccco1	310%[activator]	4%	-17%	-9%	-11	0
Cc1ccc(C)c(-c2cc(C(=O)NNC(=S)NCC(C)C)c3ccccc3n2)c1	?	-2%	2%	-6%	-7	-2
CN1CCN(C(=O)c2cc(Cl)ccc2NC(=O)c2ccc(Cl)cc2Cl)CC1	?	nt	23%	-12%	-4	-4
CCOc1cccc(C(=O)Nc2ccc(NC(=O)c3ccccc3)c(C)c2)c1	1%	4%	?	?	nt	-3
CN1CCN(c2nc3c(c(=O)n(C)c(=O)n3C)n2Cc2ccc(F)cc2)CC1	-2%	0%	3%	-4%	-9	-4
COc1cccc(CNC(=O)C2CCCN(c3cnccn3)C2)c1 (stereo not drawn)	18%	nt	1%	22%	-12	-4
Oc1ccc(Cl)cc1C1=NCCNC(C(F)(F)C(F)F)=C1	nt	-4%	5%	14%	-14	1
O=C(Nc1ccc(N2CCOCC2)cc1)C1CCCN(S(=O)(=O)c2cccc(C(F)(F)F)c2)C1 (stereo not drawn)	-3%	-2%	17%	-1%	-8	-1
Nc1cc(C(=O)N2CCN(c3ccc([N+](=O)[O-])cc3)CC2)ccc1N1CC2CC(C1)c1cccc(=O)n1C2 (stereo not drawn)	?	nt	25%	?	12	1
COc1ccc(Br)cc1CNCCSc1nnnn1C	?	-11%	-1%	-6%	-18	2
CCOC(=O)C1CCN(C(=O)CC2(CC(=O)O)CCCC2)CC1	41%[activator]	nt	-4%	22%	-17	1
COc1ccc(/C=C/C(=O)c2ccc3c(c2)OCCO3)cc1[N+](=O)[O-]	8%	2%	32µM*	-3%	8	-1
COC(=O)c1cc(NC2c3ccccc3C(=O)N2Cc2ccco2)cc(C(=O)OC)c1 (stereo not drawn)	49%	1%	10%	nt	-22	-6
O=C(CC1NCCc2ccccc21)Nc1ccccc1Cl (stereo not drawn)	-3%	1%	-8%	9%	39	26*
CC(C)OCP(=O)(c1ccccc1)c1ccccc1	0%	2%	6%	nt	-18	-3
CN1C(=O)CC(C(=O)O)SC1=Nc1cccc(C(F)(F)F)c1 (stereo not drawn)	11%	7%	4%	14%	-17	-7
Cc1nc(N2CCCCCC2)c2ccccc2n1	?	?	10µM*	-21%	nt	-1
O=S1(=O)CC(O)C(N2CCCCC2)C1 (stereo not drawn)	?	2%	3%	18%	8	0
CCC(=O)Nc1nc(-c2ccc3c(c2)CC(C)N3S(C)(=O)=O)cs1 (stereo not drawn)	56%[activator]	-12%	?	0%	39	26*
Cc1ccc(NC(=O)C2CC(=O)N/C(=N/NC(=O)c3ccc(C)cc3)S2)cc1 (stereo not drawn)	-3%	?	8%	12%	-7	-2
CC(C)Cc1nnc(NC(=O)CCC(=O)N2CC(C)CC(C)C2)s1 (stereo not drawn)	?	?	3%	3%	3	-3
O=C(CCc1nc2ccccc2c(=O)[nH]1)Nc1ccc(F)cc1	21%	-3%	1%	24%	-33	-1
COc1ccc(/C=N/NC(=O)CNC(=O)c2ccncc2)cc1	?	3%	14%	0%	-4	-2
CC(C)C(=O)NNC(=O)CN1CCN(c2nc(-c3ccccc3)cs2)CC1	9%	0%	-9%	4%	-10	-3
O=C(O)c1cccc(S(=O)(=O)N(Cc2ccccc2)c2cccc(C(F)(F)F)c2)c1	13%	9%	19%	38%[activator]	-6	2
CC(C)(C)/C(O)=C/c1nc2ccccc2oc1=O	8%	-1%	-15%	39%[activator]	-7	4
O=C(NCc1ccccc1F)C1CCCN1C(=O)Nc1ccc(Cl)cc1 (stereo not drawn)	0%	-1%	5%	1%[0.00184 µM]	-12	-2
CC(C)C(NC(=O)c1ccccc1F)C(=O)Nc1nccs1 (stereo not drawn)	?	1%	5%	7%	15	-5
CCOc1ccc(NC(=O)CSc2nnc(Cn3c(=O)sc4ccccc43)n2C)cc1	7%	-2%	1%	3%	6	-1

Single records, as listed above. Order of values: Pf growth 96h	Giardia FBPA inh	HCV inh	Pf growth 48h	Shiga toxin inh	CHX counter
`Cc1ccc(NC(=O)C2CC(=O)N/C(=N/NC(=O)c3ccc(C)cc3)S2)cc1` (stereo not drawn) reads -3%	?	8%	12%	-7	-2
`CC(C)Cc1nnc(NC(=O)CCC(=O)N2CC(C)CC(C)C2)s1` (stereo not drawn) reads ?	?	3%	3%	3	-3
`O=C(CCc1nc2ccccc2c(=O)[nH]1)Nc1ccc(F)cc1` reads 21%	-3%	1%	24%	-33	-1
`O=C(NCc1ccccc1F)C1CCCN1C(=O)Nc1ccc(Cl)cc1` (stereo not drawn) reads 0%	-1%	5%	1%[0.00184 µM]	-12	-2
`CCOc1ccc(NC(=O)CSc2nnc(Cn3c(=O)sc4ccccc43)n2C)cc1` reads 7%	-2%	1%	3%	6	-1

Other results follow:
SMILES	Pf growth 96h	Giardia FBPA inh	HCV inh	Pf growth 48h	Shiga toxin inh	CHX counter
CCC(C)(C)NC(=O)CN(Cc1ccccc1)C(=O)CCC(=O)Nc1nccs1	6%	-3%	15%	3%	-4	1
CNC(=S)SCCOc1ccccc1	4%	7%	13%	18%	101*	21*
COC1=C(N)C(=O)c2nc(-c3nc(C(=O)O)c(C)c(-c4ccc(OC)c(OC)c4O)c3N)ccc2C1=O	0.019µM*	?	0.32µM*	0.052µM*	-13	-4
CC(=O)c1ccc(OCC(O)CN2CCOCC2)cc1 (stereo not drawn)	?	-9%	20%	nt	-1	-1
COc1cccc(-c2cc(C(F)(F)F)nc(N3CCOCC3)n2)c1	-28%	-2%	?	9%	-16	-2
Cc1cc(C(=O)NCCN2CCN(c3cccc(Cl)c3)CC2)n(-c2ccccc2)n1	?	-2%	?	?	-13	-3
CN(Cc1ccc(F)cc1)C(=O)c1ccc(NC(=O)CC2SC(N3CCCC3)=NC2=O)cc1 (stereo not drawn)	?	nt	32%[activator]	?	nt	nt
CC1CCCCN1C(=O)CCS(=O)(=O)Cc1ccccc1 (stereo not drawn)	0%	1%	7%	12%	25	0
CC(NC(=S)Nc1c(Br)cccc1OC(F)F)C(C)(C)C (stereo not drawn)	?	0%	3%	?	-8	0
Cn1c(=O)c2c(ncn2CC(=O)OCC(=O)Nc2ccccc2)n(C)c1=O	20%	3%	19%	6%	-12	-4
COc1ccc(-c2csc(NC(=O)c3nc(-c4ccccc4)oc3C)n2)cc1	70%[activator]	-3%	-23%	49%[activator]	-4	14

Screening data from PubChem BioAssay.
